Screening data deposited in PubChem by NCI.
mlh1 rad18: NCI yeast anticancer drug screen, S. cerevisiae mlh1 rad18 strain; growth inhibition, % at 50 µM; actives 11% (n = 79,000); in the data active = growth inhibition above about 70%;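 note: 0% = growth of vehicle-only cultures of the same strain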
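Growth inhibition of the yeast strain was measured after compound exposure and expressed relative to vehicle-treated controls. The strain carries defined defects in DNA damage repair.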
Active calls of the source: *.

SMILES	mlh1 rad18
CN(C)c1ccc2c(Nc3ccc(NS(C)(=O)=O)cc3)c3ccc(N(C)C)cc3nc2c1	66
O=S(=O)(O)C1=CC(=N\Cl)/C=CC/1=N/Cl	-55

Only part of the results is shown; the hit share may differ from the screen's.
